Assay outcomes as filed in PubChem BioAssay.
Statin myotox sup: suppressors of simvastatin-induced myotoxicity in C2C12 myotubes | ATP luminescence, 48 h; scaled: DMSO 0, geranylgeraniol control 100 | rescue of ATP level, % at 7.49 µM | AID 602340 | actives 0.78% (n = 330,000);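 active = mean ATP rescue above about 67%, or every replicate alone reaching that limit, limit read from the data, passing the limit was not always enough; inconclusive = no clear call, values can overlap the other calls; inactive = mean under the limit and some replicate under it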;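 also: myotubes were challenged with 10 µM simvastatin during compound exposure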
PglD DTNB: PglD (C. jejuni) enzyme inhibition; purified PglD enzyme, DTNB colorimetric CoA detection; inhibition, % at 12.5 µM; actives 0.098% (n = 360,000); AID 602405; in the data active = inhibition above about 16%, passing the limit was not always enough; inconclusive = no clear call, values can overlap the other calls; also: strong numbers were not always called active
Active calls of the source: *; ? = inconclusive; & = joins results of further samples. This is a subset; the hit share may differ from the screen's.

SMILES	Statin myotox sup	PglD DTNB
CCCCn1cnc2c(sc3nc4c(cc32)CSC(C)(C)C4)c1=O	6	-6
CCN(CC(=O)NC1CCCC1)S(=O)(=O)c1ccc(C)cc1	-8	-6
CC(NS(=O)(=O)c1ccc(Cl)cc1)C(c1cccs1)N1CCN(C)CC1 (stereo unspecified)	2	2
CCOC(=O)c1coc(CNC(=O)c2c(C)oc3c2CCCC3)c1	58	-5
O=c1cc(O)c2c(=O)[nH]c(=O)n(-c3ccccc3)c2[nH]1	19	-7
CCCC(=O)n1nc(-c2ccccc2)nc1N	19	8
COc1ccc(OCc2ccc(C(=O)O)cc2)cc1	8	7
CN(Cc1ccccc1)C(=O)c1ccccc1NC(=O)c1ccco1	20	-2
CC(C)NC(=S)NNC(=O)C12CC3CC(CC(C3)C1)C2	37	-2
S=c1nc(-c2ccccc2)[nH]n1-c1ccccc1	16	5
CCCOc1ccc(CCN2CCC(=O)NC2=O)cc1C	-12	13
COc1ccc(COC(=O)C2CC(=O)N(Cc3ccc(C)cc3)C2)cc1 (stereo unspecified)	-2	-2
CCOc1ccc(N2CC(C(=O)OCC(=O)NCc3ccccc3)CC2=O)cc1 (stereo unspecified)	2	5
CCCS(=O)(=O)N1CCC(C(=O)NCCCN2CCC(Cc3ccccc3)CC2)CC1	4	-1
CCN(CC)CCn1c(SCC(=O)NCc2ccco2)nc2c(sc3ccccc32)c1=O	-15	2
O=C(O)CCC(=O)N1CCN(c2nc(-c3ccccc3Cl)c3cc(Br)ccc3n2)CC1	-24	-4
CCOC(=O)[C@@H]1[C@H]2COc3ccccc3[C@@H]2N2C(=O)N(c3ccccc3)C(=O)[C@@]12C	2	-1
CC(=O)c1c(C(C)=O)c(C)n(Cc2ccc3c(c2)OCO3)c1C	-3	0
O=C(CN(C(=O)CCC(=O)Nc1nccs1)c1cccc(F)c1)NCC1CCCO1 (stereo unspecified)	9	6
N#CC[n+]1cc(-c2ccc(Cl)cc2)n2c1CCC2	26	-5
CCC(c1nnc(SCC(=O)Nc2nnc(-c3ccccc3)o2)n1Cc1ccccc1)N(C)C (stereo unspecified)	19	-2
c1ccc(CSc2snnc2-c2ccccc2)cc1	-20	-4
COc1ccc(NC2=C(C)C(=O)CC2)cc1	2	2
CC(=O)Nc1cccc(C(=O)/C=C/c2ccco2)c1	-3	-1
CCOC(=O)N1CCN(C(=S)NC(C)(C)C)CC1	-15	0

Of the compounds above, eleven contain nitrogen in an aromatic ring:
SMILES	Statin myotox sup	PglD DTNB
CCCCn1cnc2c(sc3nc4c(cc32)CSC(C)(C)C4)c1=O	6	-6
O=c1cc(O)c2c(=O)[nH]c(=O)n(-c3ccccc3)c2[nH]1	19	-7
CCCC(=O)n1nc(-c2ccccc2)nc1N	19	8
S=c1nc(-c2ccccc2)[nH]n1-c1ccccc1	16	5
CCN(CC)CCn1c(SCC(=O)NCc2ccco2)nc2c(sc3ccccc32)c1=O	-15	2
O=C(O)CCC(=O)N1CCN(c2nc(-c3ccccc3Cl)c3cc(Br)ccc3n2)CC1	-24	-4
CC(=O)c1c(C(C)=O)c(C)n(Cc2ccc3c(c2)OCO3)c1C	-3	0
O=C(CN(C(=O)CCC(=O)Nc1nccs1)c1cccc(F)c1)NCC1CCCO1 (stereo unspecified)	9	6
N#CC[n+]1cc(-c2ccc(Cl)cc2)n2c1CCC2	26	-5
CCC(c1nnc(SCC(=O)Nc2nnc(-c3ccccc3)o2)n1Cc1ccccc1)N(C)C (stereo unspecified)	19	-2
c1ccc(CSc2snnc2-c2ccccc2)cc1	-20	-4

Continuation:
SMILES	Statin myotox sup	PglD DTNB
COc1cc(OC)c(C2CC(=O)N3CN(c4ccc(C)cc4)CSC3=C2C#N)cc1OC (stereo unspecified)	0	-4
COc1ccc(OCCSc2nnc(-c3ccoc3C)n2C)cc1	39	-6
Cc1ccc2nc3c(c(N)c2c1)CCN3c1ccccc1	-42	2
C=CCn1c(C)cc(C(=O)CN2C(=O)c3ccccc3C2=O)c1C	-2	-2
CCOc1ccccc1-c1nc(-c2ccc(NC(=O)Cc3ccccc3OC)cc2)no1	-33	4
CCOC(=O)COc1ccc(S(=O)(=O)N2CCN(c3ccc(F)cc3)CC2)cc1	4	-2
CCCCCCCC(=O)N/N=C/c1ccc(Br)cc1	133*	-5
Brc1ccc(/C=N/Nc2ccc3ccccc3n2)cc1	-18	3
Cc1nnc(-c2cccc(Br)c2)c2cn(-c3cccc(Br)c3)nc12	-32	-3
CCOc1ccccc1N(C)C(=O)C1CCN(S(=O)(=O)c2cccc3nonc23)CC1	45	-15
O=C(CCN1CCN(CC(=O)Nc2ccccc2Cl)CC1)Nc1ccccc1F	-10	10
CS(=O)(=O)NCCCc1ccccc1	1	1
COC(=O)C1CCN(C(=O)COC(=O)c2cc(-c3ccccc3)nc3ccc(OC)cc23)CC1	-1	-4
COc1cccc(/C(C)=N/NC(=O)c2ccc(N(C)C)cc2)c1	-18	2
COCCN1C(=O)c2ccccc2C(C(=O)N2CCN(c3ccccc3)CC2)C1c1ccc(F)cc1 (stereo unspecified)	-2	-4
Cc1nnc(N2CCOCC2)c2ccccc12	-2	3
Cc1ccc(C)c(-n2nnnc2SCC(=O)NCCC2=CCCCC2)c1	8	3
CC(=O)Nc1ccc(S(=O)(=O)N2CCC(NC(C)=O)(c3cccc(F)c3)CC2)cc1	1	-2
CCc1nc(N)c(C#N)c(-c2ccncc2)c1C	-16	-2
Cc1ccc2cc(S(=O)(=O)NCCC(=O)O)ccc2c1	-1	2
Cc1ccc(C2=NN3C(C(=O)c4ccccc4)Oc4ccccc4C3C2)cc1 (stereo unspecified)	9	0
CCCOc1nc2c(c(=O)n(C)c(=O)n2C)n1Cc1cccc2ccccc12	36	1
CCC(=O)Nc1c(C)nn(C(=O)CC)c1C	-12	-2
O=C(O)c1cc2c(s1)-c1ccccc1OC2	-10	-7
CCN(CC)Cc1nc2c(c(=O)[nH]1)C1(CCCC1)Cc1ccccc1-2	-10	-13

Exported in markdown: part of the list above.
| compound | Statin myotox sup | PglD DTNB |
| --- | --- | --- |
| COC(=O)C1CCN(C(=O)COC(=O)c2cc(-c3ccccc3)nc3ccc(OC)cc23)CC1 | -1 | -4 |
| COc1ccc(NC2=C(C)C(=O)CC2)cc1 | 2 | 2 |

Next structures
SMILES	Statin myotox sup	PglD DTNB
CCCCS(=O)Cc1ccccc1 (stereo unspecified)	-8	-2
CCOC(=O)C(C(=O)NCc1ccc(C)cc1)c1ncc(C(F)(F)F)cc1Cl (stereo unspecified)	3	0
Cc1ccc(-c2cc(C(=O)N3N=C(C(F)F)CC3(O)C(F)F)c3ccccc3n2)cc1C (stereo unspecified)	-21	9
COCCn1c(C)cc(C(=O)CSc2ncnc3sc4c(c23)CCC4)c1C	19	-2
CCOC(=O)C1CCN(CC(=O)Nc2cc(C)nn2-c2nc3ccccc3s2)CC1	-3	-2
COc1ccccc1C(=O)N1CCC(C(=O)c2ccc(F)cc2)CC1	84*	0
CC(NS(C)(=O)=O)C(c1cccs1)N1CCN(c2ccccc2F)CC1 (stereo unspecified)	-2	4
O=C(NC1CCCCNC1=O)c1ccc(Cl)cc1 (stereo unspecified)	17	3
COc1ccc(C)cc1-n1nnnc1SCC(=O)N1CCC(C(=O)Nc2nccs2)CC1	-1	2
COc1cc(-c2noc(CCCC(=O)NCc3ccccc3)n2)cc(OC)c1OC	6	-5
CC(Nc1nc(N2CCN(S(C)(=O)=O)CC2)nc2ccccc12)c1ccccc1 (stereo unspecified)	-28	4
O=C(NCCCn1ccnc1)Nc1cccc(Cl)c1	2	1
O=C1C(=Cc2ccc(Br)o2)C(=O)c2ccccc21	2	1
CC1=C(C(=O)Nc2ccc(Cl)cc2)C(c2ccco2)NC(=O)N1 (stereo unspecified)	-2	4
O=c1oc(-c2cccs2)nc2ccccc12	9	2
CCOC(=O)c1[nH]c(C)c(CCC(=O)O)c1C	2	2&-6
O=C(NCCN=C1NS(=O)(=O)c2ccccc21)c1ccc2nccnc2c1	23	6
CCOC(=O)N1CCN(C(=O)C(NC(=O)C2CCC(C)CC2)C(C)C)CC1 (stereo unspecified)	11	-6
N#Cc1cnn(-c2ccccc2)c1N	-6	6
O=C(CSc1nc(-c2ccco2)cc(C(F)(F)F)n1)Nc1ccccc1C(F)(F)F	13	9
N#Cc1cc(Oc2cccnc2)c(Oc2cccnc2)cc1C#N	-10	4
C=CCSc1nnc(-c2nnc(SCC=C)n2CC)n1CC	-8	2
Cc1cccc(-c2nc3c(c(SCC(=O)N4CCOCC4)n2)Cc2c(CO)cnc(C)c2O3)c1	-5	1
Cn1cccc1CC(=O)N/N=C\c1cccs1	5	0
Cc1cc(C(=O)CN2C(=O)c3ccccc3S2(=O)=O)c(C)n1-c1ccccc1	11	-3

One compound at a time, as listed above.
Shown for `CC1=C(C(=O)Nc2ccc(Cl)cc2)C(c2ccco2)NC(=O)N1` (stereo unspecified) = Statin myotox sup: -2; PglD DTNB: 4
Shown for `CCOC(=O)C1CCN(CC(=O)Nc2cc(C)nn2-c2nc3ccccc3s2)CC1` = Statin myotox sup: -3; PglD DTNB: -2
Shown for `CCCOc1nc2c(c(=O)n(C)c(=O)n2C)n1Cc1cccc2ccccc12` = Statin myotox sup: 36; PglD DTNB: 1

(next part)
SMILES	Statin myotox sup	PglD DTNB
COc1ccc(NC(=O)c2ccccc2NC(=O)CSc2ccc(Cl)cc2)cc1	5	5
C#CCOCCOCCOCCNc1nc(N2CCN(C(=O)C([C@@H](C)CC)n3cc(C(N)CC(C)C)nn3)CC2)nc(N2CCN(C(=O)[C@H](CCC(=O)O)n3cc(C(N)CC(C)C)nn3)CC2)n1 (stereo partly specified)	4	1
CNS(=O)(=O)c1cccc(C(=O)OCC(=O)C23CC4CC(CC(C4)C2)C3)c1	-3	-5
O=C(c1ccc(S(=O)(=O)N2CCCC2)cc1)N1CCN(Cc2ccc3c(c2)OCO3)CC1	8	1
CCN(CC)c1ccc(-n2cc3c(=O)n(C)c(=O)n(C)c3c2)cc1	-19	3
CCOC(=O)c1cnc(-n2cc(C)cn2)nc1NCc1ccc2c(c1)OCO2	16	-1
N#CC(C(=O)NCCc1ccccc1)c1nc2ccccc2nc1N1CCOCC1 (stereo unspecified)	-7	-2
O=C(CSc1nc2ccccc2c(=O)n1CCCO)NCc1ccccc1	-7	5
CN(CC(=O)Nc1cc([N+](=O)[O-])ccc1Cl)Cc1ccc(Br)cc1	27	-2
CC(CO)Nc1nc(SCc2ccccc2)nc2sc3c(c12)CCC3 (stereo unspecified)	-35	4
CCCS(=O)(=O)N1CCCC(C(=O)N2CCN(c3ccccc3)CC2)C1 (stereo unspecified)	103*	-2
CN1c2ccccc2N(C)C1c1ccc2c(c1)OCO2	-8	1
COc1cc(C2C(C(C)=O)=C(C)Nc3ncnn32)ccc1O (stereo unspecified)	-9	4
COc1cc(/C=N/NC(=O)CCc2c(C)n[nH]c2C)cc(OC)c1OC	-1	-6
Cn1c(=O)c2ncn(CC(=O)Nc3ccc(N4CCOCC4)cc3)c2n(C)c1=O	1	0
COc1ccc2c(c1)S/C(=C\C(=O)c1ccncc1)N2C	-10	1
Cc1cccc2cc(COC(=O)c3ccco3)c(=O)[nH]c12	4	-2
O=C(C(c1ccccc1)c1ccccc1)N1CCCc2ccccc21	14	2
CC1(C)CC2(CC(C)(C)NC(=O)N2)NC(=O)N1	11	14
C=CCn1cc(-c2ccccc2)cc(C#N)c1=O	141*	-1
Cc1ccc(C2/C(=C(/O)c3ccc(OC(C)C)cc3)C(=O)C(=O)N2CCN2CCOCC2)cc1 (stereo unspecified)	-7	-9
CN1CCc2c(sc(NC(=O)c3ccc(S(=O)(=O)N4CCOCC4)cc3)c2C(N)=O)C1	-1	-5
O=S1(=O)N=C(Oc2ccccc2)c2ccccc21	1	-2
CCCCc1cc(O)c(CCCC)c(O)c1	2	-9
O=C(Nc1ccc(Cl)c(Cl)c1)N1CC=C(c2ccccc2)CC1	1	3

Remaining list, next part.
SMILES	Statin myotox sup	PglD DTNB
N#CC1(C#N)C(c2ccccc2)OC23CCCCCC2C1(C#N)C(=N)O3 (stereo unspecified)	-3	-1
O=C(O)COc1cccc(NC(=O)c2ccccc2)c1	1	5
COC(=O)c1ccc2nc(NC(=O)CN3C(=O)CCC3=O)sc2c1	23	8
O=C1CS/C(=C/C(=O)c2ccccc2)N1	5	5
COC(=O)CN(c1ccc(C)cc1)S(=O)(=O)c1ccc2c(c1)n(C)c(=O)c(=O)n2C	-5	4
COC(=O)c1cc2c(-c3ccccc3)cc3ccccn3c-2c1C(=O)OC	?	2
COc1cc(/C=C(\C#N)c2nc3ccc(C)cc3[nH]2)c([N+](=O)[O-])cc1OC	57	1
CCCc1nc2oc(C(=O)OCC)c(N)c2c2c1COC(C)(C)C2	4	-1
CCSc1nnc([C@H](Cc2ccccc2)NC(=O)OC(C)(C)C)o1	0	-2
C[C@]12c3[nH]c4cc(-c5ccco5)ccc4c3CCN1C(=O)[C@@H](CC(=O)NCCCn1ccnc1)C[C@@H]2C(=O)N1CCOCC1	1	-1
COc1ccc(-c2ccc(C#N)c(SCC(=O)Nc3sc4c(c3C#N)CCC4)n2)cc1OC	-1	-1
CC(=O)Nc1ccc(S(=O)(=O)N2CCOCC2)cc1	0	1
O=C(NCC1CCCO1)c1cccc2c1C(=O)c1ccc(N3CCC(Cc4ccccc4)CC3)cc1S2(=O)=O (stereo unspecified)	-12	-3
